# High-throughput results: PubChem BioAssay, National Center for Advancing Translational Sciences (NCATS)
# IkB signaling = suppresses IkB signaling in ABC-DLBCL reporter cells. ABC-DLBCL IkBa-CBG/CBR dual luciferase ratio, 4 h; response scale: scaled: untreated 0%, proteasome inhibitor 100%. Potency, µM (series often up to 57.1 µM), without a hit: at the top dose IkBa stabilization activation. actives 0.04% (n = 110,000); active = well fitted curve in the direction sought with a large enough effect in the signal ratio, not every such curve was filed as active; inconclusive = small, poorly fitted or top-dose-only effect, or a change in a side signal; the % refers to the signal ratio;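 note: the direction sought is a rising ratio; 0% = basal untreated cells and 100% = reference inhibitor full response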
#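 In this assay, an IκBα–CBG68 fusion accumulates when IKK-driven degradation is blocked; native CBR normalizes for cell number. OCI-Ly3 cells were treated 4 h with compound and doxycycline, then green and red light read after Chroma-Glo addition.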
# p53ts 39C tox = cytotoxicity in p53ts cells at nonpermissive temperature | H1299-p53A138V viability at 39C, ATP luminescence, 24 h | actives 1.5% (n = 130,000) | Potency, µM (doses to about 46.1 µM), inactives show at the highest dose activity change, negative = cell killing, usual class: cytotoxic; note: nearly all actives have a fitted effect of over 55% in size
# Imprint erasure = induces erasure of genomic imprints in mouse ES cells | mouse ES Peg3-LacZ reporter, beta-gal luminescence, 40 h | Potency, µM (highest dose often 60.7 µM), for inactives: at the highest dose activity change, positive = activation, hits mostly activators | actives 0.02% (n = 110,000) | AID 1948;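 note: 0% = negative control wells on the plate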
#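 Each well holds 300 Peg3LacZ-Neo (maternal) female ES cells incubated 40 h at 37C, 5% CO2. LacZ is measured by BetaGlo luminescence, with AC50 and maximum efficacy derived from dose-response curves.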
# p53ts 32C tox = cytotoxicity in p53ts cells at permissive temperature | Potency, µM (doses to about 46.1 µM), inactives show at the top dose activity change, negative = cytotoxicity, actives largely listed as cytotoxic | H1299-p53A138V at 32C, ATP luminescence viability, 24 h | actives 0.93% (n = 130,000);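 note: 0% = DMSO and -100% = full killing by reference compound; nearly all actives have a fitted effect of over 55% in size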
#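 H1299-p53 A138V cells (temperature-sensitive p53) exposed 24 h to up to 46 uM compound at 32C, where p53 is wild-type in conformation. Viability read as ATP luminescence and normalised to DMSO and 100 uM tamoxifen. AC50 fitted with the Hill equation.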
# Numbers without * were called inactive; ? = inconclusive; · = no result given; & = joins results of further samples; [ ] = another dose, or the depositor's remark. Unless noted, calls come from the whole dose curve; as a rule, active = well fitted curve in the direction sought with a large enough effect; inconclusive = small, poorly fitted or top-dose-only effect, or another doubt; inactive = no such curve, though single readings can be large; an effect the other way counts as inactive or inconclusive. Unless noted, % is set by controls: 0 for no effect and ±100 for the full control effect; potency is the fitted concentration of half-maximal effect.
SMILES,IkB signaling,p53ts 39C tox,Imprint erasure,p53ts 32C tox
Cc1cc(C)nc(SCC2COc3ccccc3O2)n1 (stereo not drawn),-2.5%,-9%,-14%,-2%
CCc1cc2c(nc1CC)CCN(CC/C(C)=N/O[C@@H](C)CN1CCCc3nc(C)c(C)cc31)C2,·,13%[9.22 µM],·,2%[9.22 µM]
COc1ccccc1Nc1c2c(nc3ccc(NC(=O)c4ccccc4F)cc13)CCCC2,-4.6%,?,-9%[10.9 µM],9%
CCOC(=O)c1cc(-c2ccccc2)n(CCCC(=O)Nc2ccc(CC)cc2)c1C,-1.3%,-11%,-14%[10.9 µM],4%
CC(C)(CNCC(O)c1ccccc1)N1CCOCC1 (stereo not drawn),0.1%,-3%,2%,-4%
COc1ccc(CCNc2ncnc3onc(-c4ccc(Cl)cc4)c23)c(OC)c1,-1.4%,-22%,-8%[10.9 µM],10%
Cc1cccc(N2CCN(C(=O)C34CC5CC(CC(C5)C3)C4)CC2)c1C,?,-13%,-22%,3%
CC(=O)Nc1cccc(O)c1,-1.8%,4%,-1%&4%,-14%[1.84 µM]
O=C(Nc1ccccc1C1CC1)c1cccs1,-0.9%,4%,-11%,-4%
O=C(Nc1ccc2c(c1)OCO2)C1CCN(S(=O)(=O)Cc2ccccc2)CC1,2.7%,-1%,-9%,8%
Cc1ccc(C)n1-c1nnc(N2CCCC(C(=O)NCc3cccc(Br)c3)C2)s1 (stereo not drawn),?,?,-11%[10.9 µM],-7%
Cc1csc(NC(=O)CSc2nc3ccccc3c3c2CCCC3)n1,·,-12%,·,6%
COC(=O)c1cc(S(=O)(=O)NCC2CCN(Cc3cc(C)ccc3C)CC2)c[nH]1,-1.9%,17%,-14%[10.9 µM],-5%
CS(=O)(=O)N(Cc1ccccc1)c1ccccc1C(=O)O,2.8%,1%,-1%,0%
Cc1ccc(CNC(=O)CS(=O)Cc2nc(-c3cccs3)oc2C)cc1 (stereo not drawn),1.7%,1%,-15%,-3%
CCOC(=O)c1[nH]c(C)c(CCC(=O)NCc2ccccc2)c1C,-5.0%,-4%,10%[10.9 µM],6%
COc1ccc(-c2nc3ccccc3s2)cc1NC(=O)c1cc(OC)c(OC)c(OC)c1,3.1%,-7%,-7%[10.9 µM],7%
O=C(Nc1ccc(Br)cc1F)C1CCCN(S(=O)(=O)c2cnc[nH]2)C1 (stereo not drawn),3.1%,4%,-14%,-4%
Cc1cc(NC(=O)CSc2nc3c(c(=O)n2-c2ccc(Br)cc2)SCC3)no1,-0.7%,-11%,-2%,-19%
CCCCC(CC)CNC(=O)C1CCCN(S(=O)(=O)c2cnc[nH]2)C1 (stereo not drawn),1.3%,12%,-8%,4%
COc1ccc(NC(=O)CN(c2ccc(C(C)C)cc2)S(=O)(=O)c2c(C)noc2C)cc1OC,1.0%,-20%,-15%,-6%
Cc1nc2sccn2c(=O)c1Br,·,-13%,·,-5%
O=C(c1ccc2c(c1)CCN2S(=O)(=O)c1ccc(Cl)cc1)N1CCN(c2ccccc2F)CC1,?,-2%,-8%[10.9 µM],5%
O=C(CCN1C(=O)c2ccccc2C1=O)N1CCC(c2ccccc2)C1 (stereo not drawn),-2.5%,6%,-9%,13%
O=C(OCC(CO)OC(CO)n1ccc(=O)[nH]c1=O)c1ccccc1 (stereo not drawn),-0.1%,3%,-8%,3%
O=C(CSc1nc2cc(Cl)ccc2o1)c1cccs1,?,-10%,0%,1%
Nc1nnc(SCCCC(=O)c2ccccc2)s1,·,-9%,·,11%
CCCCc1ccc(NS(=O)(=O)c2cc3c4c(c2)CC(=O)N4CCC3)cc1,-6.3%,17%,-13%[10.9 µM],-23%
NC(=O)CN1C(=O)C2(SCC(=O)N2c2cccc(F)c2)c2ccccc21 (stereo not drawn),-0.1%,12%,7%[10.9 µM],5%
CCNC(=O)c1ccc(C)c(-n2c(C)nc3cccnc32)c1,1.1%,-3%,-10%[10.9 µM],8%
Cc1ccc(C(=O)N(Cc2ccc(N(C)C)cc2)Cc2ccco2)cc1,-2.2%,-20%,-9%[10.9 µM],-2%
CCc1ccc2oc(-c3ccc(C)c(NC(=O)Cc4ccccc4)c3)nc2c1,?,2%,-8%[10.9 µM],-4%
CCOC(=O)c1cc(-c2ccccc2)sc1NC(=O)C(C)C,·,20%,·,3%
COc1ccc(Nc2nc3ccccc3n3c(N)nnc23)cc1,0.7%,-23%,-6%[10.9 µM],-8%
COc1ccc(C(=O)NCCCn2ccnc2)cc1,-0.5%,0%,-5%,5%
O=C1CCCc2nn(-c3ccccc3)c(-c3ccncc3)c21,-3.7%,13%,7%,8%
Cc1ccccc1OCCCC(=O)Nc1ccc(N2CCOCC2)cc1,1.3%,8%,-6%,-3%
CCCc1nnc(NC(=O)c2c(O)c3cccc4c3n(c2=O)CC4)s1,0.8%,-1%,22%,-7%
O=C(Nc1ccccc1)N1CCC2(CC1)CCN(C(=O)c1csnn1)CC2,4.2%[11.4 µM],3%,·,6%
COc1ccccc1N1CCN(C(=O)CSc2nc3ccccc3nc2Cc2ccc(F)cc2)CC1,?,6%,2%[10.9 µM],16%
CC(=O)OCc1cnc(C)c2oc(=O)c(C(=O)Nc3cccc(F)c3)cc12,0.0%,-7%,13%[10.9 µM],-7%
CCc1ccccc1NS(=O)(=O)c1ccc2[nH]cc(C(=O)N(CC(C)C)CC(C)C)c(=O)c2c1,?,-7%,-11%[10.9 µM],18%
CC1(C)CC(=O)C(C=Nc2ccc3cn[nH]c3c2)=C(O)C1,8.6%,-4%,-4%,-9%
CCOC(=O)c1noc2ncn(Cc3cccc(C#N)c3)c(=O)c12,?,2%,-4%[10.9 µM],-8%
Cc1onc(-c2ccccc2)c1C(=O)N1CC(C)OC(C)C1 (stereo not drawn),·,-6%,·,-3%
CCOc1ccc(-n2c(SCC(=O)Nc3cccc(Cl)c3)nc3c(oc4ccccc43)c2=O)cc1,?,-3%,-6%[10.9 µM],3%
COc1ccccc1CNc1nc(-c2ccccc2OC)nc2ccccc12,-1.2%[11.4 µM],4%,-9%,4%
Cc1ccc(CN(C(=O)COc2ccc(Cl)c(C)c2)C2CCS(=O)(=O)C2)o1 (stereo not drawn),?,-2%,6%[10.9 µM],4%
CCOc1ccc(-n2c(SCc3nc(-c4ccc(OC)cc4)no3)nnc2-c2ccncc2)cc1,2.6%,-10%,-4%[10.9 µM],12%
Cn1c(C(=O)NCc2cccc(Cl)c2)cc2oc3ccccc3c21,?,?,4%[10.9 µM],?
Cc1cc2nc(C3CCN(Cc4nnnn4Cc4cccs4)CC3)[nH]c2cc1C,1.6%,4%,-7%,-5%
CC(=O)N1CCc2c(sc(NC(=O)CSc3ccc(F)cc3)c2-c2nc3ccccc3s2)C1,?,-8%,-10%[10.9 µM],-4%
CC(=O)Nc1ccc(C2Sc3ccccc3NC3=C2C(=O)c2ccccc23)cc1 (stereo not drawn),3.3%,-25%,1%[10.9 µM],4%
O=C(O)c1ccccc1-c1ccccc1C(=O)NCc1ccco1,0.4%,4%,0%,2%
COc1cccc(C(=O)Nc2c(C)n[nH]c2C)c1,-0.8%,2%,-13%,12%
CN1CCN(C(CNC(=O)C(=O)Nc2ccccc2)c2ccc3c(c2)OCO3)CC1 (stereo not drawn),?,-16%,-6%[10.9 µM],3%
O=C(Cn1cc(SCc2ccc(Br)cc2)c2ccccc21)N1CCCCC1,4.1%,-20%,-20%[10.9 µM],-7%
O=C(CSc1ncc(S(=O)(=O)c2ccc(Cl)cc2)c(=O)[nH]1)Nc1cccc(C(F)(F)F)c1,?,4%,1%[10.9 µM],5%
ICCc1ccccc1,11%,-13%,5%,-17%[1.84 µM]
COc1ccc(NCc2nc3ccccc3n2CCOc2ccccc2C)cc1,?,?,-8%[10.9 µM],18%

# 3 compounds from above, ordered by the number in Imprint erasure, low to high.
structure	Imprint erasure
COc1ccccc1CNc1nc(-c2ccccc2OC)nc2ccccc12	-9%
CC1(C)CC(=O)C(C=Nc2ccc3cn[nH]c3c2)=C(O)C1	-4%
ICCc1ccccc1	5%

# Later entries
SMILES,IkB signaling,p53ts 39C tox,Imprint erasure,p53ts 32C tox
O=S1CC/C(=N\O)c2ccccc21 (stereo not drawn),·,7%,·,-4%
CN(C)S(=O)(=O)c1ccc(C(=O)Nc2ccc(Cl)cc2)cc1,7.6%,1%,-18%,-4%
CC(C)c1ccc(NC(=O)CS(=O)(=O)c2cccc3nsnc23)cc1,-1.3%,4%,-5%[10.9 µM],5%
Cc1ccc(S(=O)(=O)Nc2nc3n(n2)C(c2ccc(F)cc2)C=C(c2ccccc2)N3)cc1 (stereo not drawn),?,-3%,-10%[10.9 µM],-17%
COCCSc1nnc(NC(=O)COC)s1,-2.1%,10%,·,-2%
c1ccc(CSc2nnc(-c3ccco3)n2Cc2ccco2)cc1,-2.9%,3%,-11%,3%
CC(NC(=O)Cn1nc(C(=O)O)c2ccccc2c1=O)c1ccccc1 (stereo not drawn),-0.2%,5%,-5%,-5%
COc1ccc2ncc(S(=O)(=O)c3ccccc3)c(N3CCC4(CC3)OCCO4)c2c1,·,0%,·,4%
COc1ccc(-c2c(C)c3ccc(O)c(CN4CCCCC4)c3oc2=O)cc1OC,-0.5%,-3%,-5%[10.9 µM],-1%
CC1(C)Cc2ccccc2C(=O)N1,-2.7%,-5%,-12%,0%
Cc1nn(C)c(C(=O)NNC(=S)NCc2ccco2)c1Cl,·,30%,·,1%
CCOc1ccccc1NC(=O)Cn1c2ncccc2c(=O)n1-c1ccc(C)c(C)c1,2.9%,-8%,5%[10.9 µM],2%
FC(F)(F)c1ccc(CN2C[C@@H]3C(c4ccc(C(F)(F)F)cc4)C4(c5ccccc5)CC3(C4)[C@H]2c2ccccc2)cc1 (stereo partly drawn),·,8%,-10%,8%
CCOc1ccc(NC(=O)CSc2nccn2C)cc1,0.7%,-16%,-41%[inhibitor],-23%
Brc1ccccc1-c1nnc(CSc2nnc3sc4ccccc4n23)o1,0.6%,2%,-12%,-2%
CC(=O)Nc1ccc(NC(=O)CN(C)S(=O)(=O)c2ccc3c(c2)CCCC(=O)N3)cc1,0.1%,9%,21%[10.9 µM],-4%
CSc1ccc(CCNC(=O)Cn2nc(C)n3c(cc4sccc43)c2=O)cc1,-0.1%,3%,-12%[10.9 µM],-4%
O=C(Nc1cccc(F)c1)c1cccc2c1C(=O)N(C1CCCCC1)C2,?,6%,3%[10.9 µM],0%
Cc1ccc(S(=O)(=O)c2nnn3c2nc(NCc2ccc(F)cc2)c2sccc23)cc1,-0.3%,-1%,-5%[10.9 µM],-3%
O=C(CSc1nc2ccccc2n1CC(=O)NCc1ccccc1)NCc1ccco1,2.2%,2%,8%,-15%
O=C(c1cnccn1)N1CCC2(CCCN(c3ccc(-c4ccccc4)cc3)C2)CC1,-1.7%[11.4 µM],-16%,·,-18%
COc1ccccc1NC(=O)CC(C)n1nc(C)cc1C (stereo not drawn),?,7%,-8%[10.9 µM],-2%
CCOC(=O)C1=C(C)NC(C)=C(C(=O)OCC)C1C(=O)O,2.3%,-12%,-8%,5%
CC(=O)Nc1ccc(C2C(C)CCC3C(=O)N4C(CCC(C)[C@@H]4c4ccc(NC(C)=O)cc4)C(=O)N32)cc1 (stereo partly drawn),·,17%[9.22 µM],·,1%[9.22 µM]
O=C(Nc1ccccc1F)C1CCCN(S(=O)(=O)c2cccc3cccnc23)C1 (stereo not drawn),-0.4%,-4%,-8%,-9%
COc1ccc(OC)c(C2CC(=O)N3CN(c4ccccc4F)CSC3=C2C#N)c1 (stereo not drawn),4.9%,-8%,-27%,-3%

# Retrieved by compound from above (5):
SMILES,IkB signaling,p53ts 39C tox,Imprint erasure,p53ts 32C tox
CCOC(=O)C1=C(C)NC(C)=C(C(=O)OCC)C1C(=O)O,2.3%,-12%,-8%,5%
COc1ccc(OC)c(C2CC(=O)N3CN(c4ccccc4F)CSC3=C2C#N)c1 (stereo not drawn),4.9%,-8%,-27%,-3%
COc1ccccc1NC(=O)CC(C)n1nc(C)cc1C (stereo not drawn),?,7%,-8%[10.9 µM],-2%
O=C(Nc1ccccc1F)C1CCCN(S(=O)(=O)c2cccc3cccnc23)C1 (stereo not drawn),-0.4%,-4%,-8%,-9%
CC(=O)Nc1ccc(C2C(C)CCC3C(=O)N4C(CCC(C)[C@@H]4c4ccc(NC(C)=O)cc4)C(=O)N32)cc1 (stereo partly drawn),·,17%[9.22 µM],·,1%[9.22 µM]
